# Compound activity: PubChem BioAssay, several laboratories
# PP5 primary – blocks human protein phosphatase 5 activity | inhibition, % at 6.7 µM | P53041 | AID 1987 | 0.18% of 320,000 active | purified PP5c, OMFP substrate fluorescence;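 active means inhibition above the campaign's mean inhibition across all tested compounds plus 3 SD, cut at about 9.5% in these data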;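 further: 0% = DMSO only and 100% = 100 µM cantharidin control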
# Target sequence (P53041 whole entry, looked up): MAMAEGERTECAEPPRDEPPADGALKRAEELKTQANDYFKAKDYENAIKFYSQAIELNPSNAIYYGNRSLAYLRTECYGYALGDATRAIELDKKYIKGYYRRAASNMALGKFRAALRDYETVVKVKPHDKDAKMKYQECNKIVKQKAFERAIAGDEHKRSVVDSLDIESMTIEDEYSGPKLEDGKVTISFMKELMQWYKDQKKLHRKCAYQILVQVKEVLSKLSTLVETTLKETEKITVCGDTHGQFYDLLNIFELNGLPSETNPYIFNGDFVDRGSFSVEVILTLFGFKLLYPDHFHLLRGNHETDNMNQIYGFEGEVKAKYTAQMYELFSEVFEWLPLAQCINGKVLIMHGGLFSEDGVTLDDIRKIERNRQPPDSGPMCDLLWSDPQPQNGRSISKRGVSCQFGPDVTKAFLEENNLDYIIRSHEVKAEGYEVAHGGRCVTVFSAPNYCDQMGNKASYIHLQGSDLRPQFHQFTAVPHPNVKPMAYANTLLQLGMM
# Fh CTSL1 inh – cathepsin L1 inhibition, PFM18AAP counter-screen | recombinant F. hepatica cathepsin L1, Z-Leu-Arg-MCA fluorescence | inhibition, % at 5.96 µM | 0.49% of 300,000 active | AID 1906;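 active means inhibition above the mean of all tested compounds plus 3 SD, set per screening campaign, cut at about 17% in these data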;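 further: 0% = plate median of test compound wells and 100% = 1 µM Z-Phe-Ala-diazomethylketone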
# PP1 counter – counter-screen for PP5 inhibitors: inhibitors of human PP1-alpha; inhibition, % at 6.7 µM; purified PP1alpha, OMFP fluorescence; 0.9% of 320,000 active; P62136;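 active means inhibition above the mean inhibition of all tested compounds plus 3 SD, computed separately for each screening campaign, cut at about 15% in these data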
# Target sequence (P62136 whole entry, looked up): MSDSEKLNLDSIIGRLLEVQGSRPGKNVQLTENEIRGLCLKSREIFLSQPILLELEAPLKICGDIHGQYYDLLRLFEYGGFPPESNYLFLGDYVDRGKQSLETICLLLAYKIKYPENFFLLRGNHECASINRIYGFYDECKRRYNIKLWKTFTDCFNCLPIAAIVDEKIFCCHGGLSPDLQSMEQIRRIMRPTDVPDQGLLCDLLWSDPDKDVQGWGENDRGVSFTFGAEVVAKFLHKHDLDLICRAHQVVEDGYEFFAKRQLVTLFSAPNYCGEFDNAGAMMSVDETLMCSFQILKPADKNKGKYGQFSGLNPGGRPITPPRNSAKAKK
# Efflux pump mplx – blocks antifungal efflux pumps in multiplex yeast assay | inhibition, % at 10 µM | 0.44% of 330,000 active | S. cerevisiae Candida pump triplex, Nile Red efflux | AID 485275;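 active means plate passing quality check with inhibition over a set limit, or well fluorescence over plate mean plus 4 SD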;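 further: Nile Red retained in pooled yeast measured as flow cytometry median fluorescence; 0% = buffer negative control and 100% = Enniatin B positive control; higher means more Nile Red kept so more efflux inhibition; some compounds called inactive have numbers as strong as hits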
# TPT1 inhibitor – inhibitors of Candida albicans tRNA 2'-phosphotransferase TPT1. AID 1962. 0.81% of 300,000 active. recombinant caTPT1, FP RNA substrate dephosphorylation. inhibition, % at 5 µM;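 active means inhibition above the mean of all tested compounds plus 3 SD, set per screening campaign, cut at about 24% in these data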;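 further: plate controls were DMSO alone for no effect and ferristatin control at 100 nM for full effect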
# PREPL inhibitor – inhibitors of human prolyl oligopeptidase-like enzyme PREPL; 0.68% of 320,000 active; inhibition, % at 5.96 µM; Q4J6C6; recombinant PREPL, fluorescence polarization activity-based probe; AID 2751; in the data active means inhibition above about 43%;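 further: 0% = enzyme with DMSO and 100% = wells lacking enzyme; many of its hits are not listed in these tables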
# EBNA-1 inhibitor – blocks EBNA-1 binding to DNA | 0.34% of 300,000 active | EBNA-1 DNA binding, fluorescence polarization | AID 1950 | inhibition, % at 14.8 µM; in the data active means inhibition above about 28%
# HCV core dimer – HCV core protein dimerization inhibition; 0.33% of 300,000 active; AID 1899; TR-FRET GST/Flag-core106 dimerization, 1536-well; inhibition, % at 5 µM;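 active means inhibition above the mean of all tested compounds plus 3 SD, set per screening campaign, cut at about 45% in these data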
#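 System: GST-tagged and Flag-tagged HCV core protein residues 1-106 / Input: core106 proteins, GST 13.5 nM and Flag 17 nM / Buffer or medium: KF-containing HEPES buffer, pH 7.45, DTT, CHAPS, BSA / Probe or stimulus: Eu-anti-GST and XL665-anti-Flag labelled anti-tag antibodies / Schedule: 4 h, 22.5 °C incubation / Technique: TR-FRET 671 and 617 nm emission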
# ZTA counter – ZTA (EBV) inhibition in EBNA-1 counter-screen. 0.15% of 320,000 active. P03206. inhibition, % at 11 µM. AID 2234. ZTA-DNA binding, fluorescence polarization; in the data active means inhibition above about 33%
# Target sequence (P03206 whole entry, looked up): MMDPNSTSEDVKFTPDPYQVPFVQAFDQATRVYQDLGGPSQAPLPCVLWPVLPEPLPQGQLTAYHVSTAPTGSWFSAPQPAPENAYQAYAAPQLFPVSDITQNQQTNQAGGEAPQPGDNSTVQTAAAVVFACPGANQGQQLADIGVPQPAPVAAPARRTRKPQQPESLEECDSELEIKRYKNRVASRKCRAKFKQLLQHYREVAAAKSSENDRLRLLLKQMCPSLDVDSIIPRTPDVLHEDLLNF
# Numbers without * were called inactive; . = no result given.
SMILES,PP5 primary,Fh CTSL1 inh,PP1 counter,Efflux pump mplx,TPT1 inhibitor,PREPL inhibitor,EBNA-1 inhibitor,HCV core dimer,ZTA counter
O=C(COC(=O)C1CC2C=CC1C2)Nc1cccc(S(=O)(=O)N2CCOCC2)c1 (stereo not drawn),1.8,-13.2,-3.4,0.1,-0.6,3.5,3.5,-0.7,4.2
CCCn1nc2cc(C(=O)N(CC)c3ccc(OC)cc3)ccc2c1OCC,-0.2,-4.5,-1.6,.,-0.9,16.0,0.7,1.7,7.8
CCOC(=O)CN/C=C(\C#N)c1ccc(F)cc1,-1.0,7.2,1.7,0.4,1.5,14.6,-3.3,4.4,14.0
O=C(COC(=O)c1cnccn1)c1ccc(Cl)cc1,0.3,-15.1,0.6,0.1,-0.3,-0.5,-5.6,1.7,4.5
COc1cc(C#Cc2c(-c3ccccc3)n(C)c3ccccc23)cc(OC)c1,1.8,-5.2,2.4,0.0,-3.0,8.3,-3.0,-68.9,-8.8
O=C(Cc1ccccn1)c1ccccc1,-1.7,-0.4,-3.6,-0.1,-1.3,-1.3,-4.1,8.2,19.4
COc1ccc(N(CC(=O)N2CCN(c3ccccc3F)CC2)S(=O)(=O)c2c(C)n[nH]c2C)cc1,-0.7,2.2,-2.1,0.0,0.0,15.4,5.7,2.6,4.1
COc1cc(SC)ccc1C(=O)Nc1ccc(Br)cn1,-0.7,5.3,0.6,0.1,0.8,11.3,-0.8,-2.1,-1.2
O=C(c1ccco1)n1nc(-c2ccco2)nc1SCc1ccccc1,2.1,0.7,0.3,0.0,1.2,-16.6,3.9,-1.4,4.8
O=C(NCc1cccs1)Nc1cc(Cl)ccc1Cl,5.0,-1.6,-0.3,0.2,0.4,-0.5,5.6,-5.2,-1.1
COc1ccc(C2(C(F)(F)F)NC(=O)N(C)C(=O)N2C)cc1 (stereo not drawn),-0.5,-3.2,-5.1,0.0,-1.8,0.6,5.3,3.5,10.0
O=C(O)CCN1CCc2ccccc2C1c1ccncc1 (stereo not drawn),-0.2,0.2,-1.5,-0.1,-1.5,6.3,2.7,-1.4,2.1
CC1Oc2ccccc2N(CC(=O)NC2CC2)C1=O (stereo not drawn),-0.7,7.2,-3.3,-0.3,-5.5,6.3,0.9,-7.0,2.4
O=C(CNC(=S)N(CCCN1CCOCC1)Cc1cccs1)NCc1ccccc1,-2.2,1.2,-3.1,0.0,-4.5,-10.6,-3.6,-0.6,7.3
CC(=O)NC(=O)COC(=O)/C=C/c1c(C)nn(Cc2c(Cl)cccc2Cl)c1Cl,0.9,-3.5,1.1,0.1,2.2,3.9,9.2,10.2,21.8

# Limited to HCV core dimer, Efflux pump mplx and TPT1 inhibitor, for 3 of the compounds above:
Molecule | HCV core dimer | Efflux pump mplx | TPT1 inhibitor
COc1ccc(C2(C(F)(F)F)NC(=O)N(C)C(=O)N2C)cc1 (stereo not drawn) | 3.5 | 0.0 | -1.8
O=C(O)CCN1CCc2ccccc2C1c1ccncc1 (stereo not drawn) | -1.4 | -0.1 | -1.5
CC1Oc2ccccc2N(CC(=O)NC2CC2)C1=O (stereo not drawn) | -7.0 | -0.3 | -5.5

# Further results follow.
SMILES,PP5 primary,Fh CTSL1 inh,PP1 counter,Efflux pump mplx,TPT1 inhibitor,PREPL inhibitor,EBNA-1 inhibitor,HCV core dimer,ZTA counter
CC1CC1C(=O)Nc1cc(S(=O)(=O)N2CCOCC2)ccc1N1CCCC1 (stereo not drawn),1.1,4.2,-2.0,-0.1,0.7,6.0,7.7,6.7,9.6
NC(=O)c1oc2ccccc2c1NC(=O)Cc1ccccc1,2.3,-1.4,1.5,0.3,1.1,-4.6,-11.5,-5.5,-7.0
COc1ccccc1N1CCN(CCC(=O)Nc2ccc3c(c2)OCO3)CC1,-0.8,-1.8,-10.2,0.0,-6.5,8.3,9.2,6.7,8.9
COc1ccc(S(=O)(=O)Cc2ccc(C(=O)NCCc3ccc(S(N)(=O)=O)cc3)o2)cc1,0.2,-3.5,-0.3,-0.2,-3.7,10.5,-4.7,-3.9,-12.9
COc1ccc(CCn2c(-c3ccco3)nc3ccccc3c2=O)cc1OC,0.8,6.7,1.9,0.0,-6.3,2.9,-0.1,-1.7,-20.2
O=C(CCCN1C(=O)/C(=C/c2cccs2)SC1=S)Nc1ccccn1,4.8,2.2,-0.7,-0.1,-0.5,-8.0,-11.8,3.9,6.1
COc1ccc(CCNC(=O)C2CC3Cn4c(nc5cc6ccccc6cc54)C3N2C)cc1 (stereo not drawn),3.4,-2.3,0.9,0.1,1.5,13.7,-1.2,8.8,3.1
CCOc1ccc(/C=N/Nc2ccccn2)cc1,-0.6,4.3,-1.3,0.0,-0.6,1.8,0.5,-8.2,8.7
CN(C(=O)COc1ccc(Cl)cc1Cl)C1(C)CCS(=O)(=O)C1 (stereo not drawn),-0.5,1.5,-4.2,-0.1,0.8,-4.6,-0.3,-1.0,0.4
Cc1cc(C)c(C(N)=O)c(NC(=O)Nc2ccccc2)n1,0.3,-2.0,4.0,0.0,-1.1,-0.9,1.2,-1.8,1.6
COc1ccc(C(CC(=O)Nc2cc(OC)cc(OC)c2)n2cccc2)cc1 (stereo not drawn),2.4,-1.8,1.9,-0.3,-0.8,-6.1,-1.2,1.7,1.2
Cc1cc(CNC(=S)Nc2cccc(Cl)c2Cl)nn1C,-1.5,0.7,-2.4,0.0,0.8,3.6,-2.9,-3.5,6.5
NC(=O)COC(=O)c1ccc(Cl)c(S(=O)(=O)N(Cc2ccccc2)c2ccc(Cl)cc2)c1,2.7,0.9,0.3,0.2,-0.4,-10.1,8.2,6.2,-6.6
COC(=O)CCc1ccc(OCC(O)CNC(C)C)cc1 (stereo not drawn),1.5,-2.4,-1.2,-0.2,-0.4,16.3,2.3,-0.8,-17.5
CCN1C(=O)[C@H]2[C@@H](c3ccc(C)cc3)N3C(=O)N(c4cccc(F)c4)C(=O)[C@@]3(C)[C@H]2C1=O,0.5,1.4,-0.9,0.1,-3.3,0.3,0.8,2.3,1.9
O=C(CSc1nccc(=O)[nH]1)Nc1ccc(Br)c(Cl)c1,0.7,4.6,0.3,-0.3,-6.6,-8.6,3.1,7.3,4.4
CN(C(=O)COc1ccccc1)C1CCS(=O)(=O)C1 (stereo not drawn),0.3,-0.4,-2.1,0.0,-3.1,5.4,-7.4,1.7,12.6
CCc1cc[n+](CC(=O)Nc2ccc(Cl)cc2Cl)cc1,1.2,-4.7,-2.8,-0.1,-3.4,21.0,2.7,6.5,5.7
COc1ccccc1NC(=S)NC(=O)/C=C/c1ccco1,0.4,6.7,3.8,-0.4,11.1,10.1,-7.3,7.1,3.6
CCOC(=O)c1[nH]c2ccccc2c1N=CN(C)C,4.1,-0.2,0.4,0.2,0.3,8.0,-5.3,-7.8,13.8
COc1cccc(C(=O)N2CCN(Cc3ccco3)CC2)c1OC,2.1,-1.1,2.5,-0.2,-3.3,3.0,-1.1,-7.6,-2.7
CC(C)C(=O)Nc1cccc(NC(=O)c2cccc(F)c2)c1,2.6,-3.4,-4.5,0.2,0.4,8.5,-3.8,4.3,-1.9
CCOC(=O)c1c(NC(=O)CC2SC(N)=NC2=O)sc2c1CCCC2 (stereo not drawn),2.1,0.1,-2.2,-0.2,-0.6,24.5,0.6,1.4,14.8
CNC(=O)COC(=O)COc1ccc2c(C)cc(=O)oc2c1,-3.8,-9.1,-7.0,0.1,-1.9,-0.6,10.2,-5.6,15.4
c1ccc(Cc2nnc(-c3ccccc3)o2)cc1,0.0,-0.8,2.6,0.0,1.1,-5.1,-0.2,-1.9,2.9
Fc1ccccc1CNc1ccc(Cl)c(Cl)c1,1.1,-1.7,-3.0,-0.1,-0.8,-15.8,11.0,-6.1,2.1
CCCCN(CCCC)CCCNC(=O)CN1C(=O)COc2ccc(S(=O)(=O)N3CCC(C)CC3)cc21,-1.6,0.9,-2.9,0.2,0.1,2.2,-2.5,-5.6,6.6
CCCC1=[N+](CC(C)=O)CCn2c(C)ccc21,0.9,2.0,-1.2,0.0,-3.0,17.6,-6.0,0.6,3.1
Cc1ccc(CNC(=O)COC(=O)CSc2ccc(Br)cc2C)cc1,4.3,-7.3,3.8,0.1,-1.0,-23.4,8.5,-0.8,2.4
Cc1ccccc1C(=O)NNC(=S)Nc1cccc(C(F)(F)F)c1,6.0,-13.2,3.6,0.6,0.1,8.6,-1.8,-8.5,-6.2
c1cc2c(cc1C1CCCCC1)c1c3n2CCCNC3CCC1 (stereo not drawn),4.0,0.3,6.9,95.4*,-1.3,35.3,-5.7,-20.2,-3.0
O=C(Nc1ccc(Cl)cc1Cl)c1ccc2c(c1)OCCO2,0.7,.,-2.2,0.0,.,8.2,.,.,-0.1
CCOC(=O)c1ccc(NC(=O)Cn2nnc(-c3ccc(C)cc3)n2)cc1,1.7,2.9,3.2,-0.2,-6.3,-3.3,3.3,-5.9,-0.2
Cc1ccc(S(=O)(=O)N2CCN(C(=O)COC(=O)CCOc3ccccc3C)CC2)cc1,1.5,-40.0,-3.7,0.0,1.0,4.8,-5.1,2.8,-6.2
Cc1cccc(N(C)C(=O)C2CCCN2S(=O)(=O)c2cccc3nsnc23)c1 (stereo not drawn),1.4,-1.4,-3.0,0.2,-0.8,-2.4,-1.8,1.7,-18.5
COc1ccc(CNCC(=O)Nc2ccccc2-n2cccc2)cc1,-0.9,0.9,1.7,-0.3,0.7,11.5,11.1,3.2,-12.8
Cc1ccc(S(=O)(=O)c2c(N)n(CCC(C)C)c3nc4ccccc4nc23)cc1,2.0,7.5,8.2,-0.1,1.8,0.4,12.5,16.4,17.1
CCOC(=O)c1nn(-c2ccccc2)c(C)c1C(C)=O,-1.5,4.0,-0.4,0.2,-5.4,17.9,14.8,-0.7,4.0
CC(C)c1cccc(C(C)C)c1NC(=O)COC(=O)C1CCC1,0.0,6.3,0.7,-0.1,-2.6,0.9,-1.8,-2.4,-4.6
NS(=O)(=O)c1ccc(NC(=O)CCc2ccccc2)cc1,-2.4,1.2,0.2,0.0,0.2,-1.8,11.3,2.9,7.1
O=C(Cc1cccs1)N/N=C/C=C/c1ccccc1,2.7,-3.7,0.9,0.3,1.0,0.5,1.5,-8.6,-1.0
CN(C)c1cc(NC(=O)CN2CCOCC2)c2ccccc2n1,1.6,-1.5,6.5,0.1,-2.5,0.9,10.9,-4.3,2.8
Cn1c(=O)c2c(nc(SCCN3CCOCC3)n2Cc2cccc3ccccc23)n(C)c1=O,1.6,1.4,1.2,0.1,1.6,10.7,-4.4,2.5,-13.2
S=C1NC[C@H](c2ccccc2)N1CC1CCCCC1,4.0,1.1,-1.8,0.1,0.8,0.3,-1.5,-7.1,8.2
O=C(C1CCC1)N1CCc2cc(S(=O)(=O)NCC3COc4ccccc4O3)ccc21 (stereo not drawn),-1.0,-1.3,-0.6,-0.1,-1.0,-44.0,-8.7,5.5,1.6
Cc1c(N)c(=O)n(-c2ccccc2)n1C,1.3,2.9,1.1,-0.1,3.0,8.6,-13.2,-11.5,-12.5
COc1ccc(CNc2nc(NCc3ccc(OC)cc3)n(C(=O)c3ccncc3)n2)cc1,2.5,-11.5,-2.9,-0.3,-2.3,7.5,-9.5,-5.4,-12.4
CCCOc1ccc(OC(=O)Cc2ccc(OC)c(S(=O)(=O)N3CCOCC3)c2)cc1,-1.5,-2.9,-2.4,0.1,5.4,38.2,1.1,-2.4,-5.1
CC(C)(C)SCCNC(=O)c1cccc([N+](=O)[O-])c1,-0.2,0.3,-2.0,-0.1,4.3,9.4,-0.8,10.1,-7.4

# The list is partial, so the mix of outcomes need not match the whole.
